Bioassay records from PubChem BioAssay.
Neddyl block: inhibitors of cullin neddylation, primary screen, biochemical, TR-FRET, uHTS, NAE and Ubc12; actives 0.58% (n = 360,000); AID 651699, 2012; calls only at 25 µM; in the data active = inhibition above about 36%
Target sequence (P61081 whole entry, looked up): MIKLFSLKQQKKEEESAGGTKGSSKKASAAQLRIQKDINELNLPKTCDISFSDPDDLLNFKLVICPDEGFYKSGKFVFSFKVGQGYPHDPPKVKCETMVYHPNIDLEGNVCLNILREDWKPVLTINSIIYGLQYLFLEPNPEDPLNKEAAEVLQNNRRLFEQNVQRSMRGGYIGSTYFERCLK
Target sequence (Q13564 whole entry, looked up): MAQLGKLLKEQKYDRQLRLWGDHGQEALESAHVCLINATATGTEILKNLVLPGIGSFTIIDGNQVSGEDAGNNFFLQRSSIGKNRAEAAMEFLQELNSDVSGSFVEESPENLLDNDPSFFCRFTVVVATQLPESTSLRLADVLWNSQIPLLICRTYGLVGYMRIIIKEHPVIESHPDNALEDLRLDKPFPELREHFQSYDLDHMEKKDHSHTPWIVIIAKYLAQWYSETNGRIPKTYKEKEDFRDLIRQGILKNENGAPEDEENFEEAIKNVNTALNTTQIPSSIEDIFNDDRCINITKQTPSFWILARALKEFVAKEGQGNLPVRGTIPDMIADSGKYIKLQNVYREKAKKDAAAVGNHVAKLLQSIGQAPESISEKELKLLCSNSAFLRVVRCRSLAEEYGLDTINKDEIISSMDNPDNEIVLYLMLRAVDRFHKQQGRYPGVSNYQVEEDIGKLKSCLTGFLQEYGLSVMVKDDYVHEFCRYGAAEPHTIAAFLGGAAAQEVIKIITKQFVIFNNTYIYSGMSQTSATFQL
NadD block: inhibitors of S. aureus NadD, primary screen, biochemical, colorimetric, uHTS. Nicotinate-nucleotide adenylyltransferase NadD (Staphylococcus aureus N315). purified NadD enzyme, colorimetric absorbance read-out. inhibition, % at 20 µM. actives 0.78% (n = 360,000). AID 602399, 2012; in the data active = inhibition above about 26%; note: some compounds past the cut are filed as inactive
Rin1 Abl inh: inhibitors of Rin1-Abl protein binding, primary screen, biochemical, TR-FRET; Tyrosine-protein kinase ABL1 (Homo sapiens) + Ras and Rab interactor 1 (Homo sapiens), …; inhibition, % at 7.35 µM; actives 0.4% (n = 360,000); in the data active = inhibition above about 5%, passing the limit was not always enough
STEP block: STEP phosphatase inhibitors, primary screen, biochemical, fluorescence intensity, uHTS | Tyrosine-protein phosphatase non-receptor type 5 (Homo sapiens), P54829 | recombinant STEP, OMFP fluorogenic substrate | inhibition, % at 20 µM | actives 0.25% (n = 360,000) | AID 588621, 2011;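 active = inhibition at 20 µM, scaled per plate between control wells, above about 37%, limit read from the data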;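 note: 0% = DMSO with enzyme and substrate and 100% = substrate only without enzyme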
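System: isolated STEP enzyme; schedule: 20 min enzyme reaction at room temperature, protected from light; medium: Bis-Tris buffer pH 6.0, 2.5 mM DTT, 0.005% Tween 20; signal: fluorescence, 480/540 nm; dosing: single compound dose of 20 µM, 1% DMSO final; also added: OMFP substrate, 25 µM final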
Rpn11 inh: Rpn11 (PSMD14) deubiquitinase inhibitors, primary screen, biochemical, fluorescence polarization, uHTS; 26S proteasome non-ATPase regulatory subunit 14 (Homo sapiens), O00487; human 26S proteasome, Ub4-pepOG fluorescence polarization; 20S core pre-blocked with epoxomicin; calls only at 20 µM; actives 0.59% (n = 360,000); AID 588493, 2011;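 active = inhibition at 20 µM, scaled to each plate's controls, above about 33%, limit read from the data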
Scp1 inh: Scp-1 phosphatase inhibitors, primary screen, biochemical, colorimetric, uHTS; Carboxy-terminal domain RNA polymerase II polypeptide A small phosphatase 1 (Homo …; Recombinant Scp1, phosphopeptide, malachite green phosphate absorbance; inhibition, % at 20 µM; actives 0.88% (n = 340,000); AID 493091, 2011;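 active = inhibition above about 50% at 20 µM, limit read from the data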;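 note: plate controls were DMSO wells with enzyme for no effect and wells lacking enzyme for full effect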
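Material – SCP-1 phosphatase catalytic domain, residues 76-261 · Buffer or medium – Acidic Tris acetate buffer with magnesium and detergent · Also added – Phospho 17-mer peptide substrate · Compound – single 20 µM dose, 1% DMSO · Times – 45 min room-temperature reaction, 5 min colour, 30 min stabiliser · Technique – Phosphate-binding colour reagent, absorbance read at 630 nm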
DNMT1 block: human DNMT1 methyltransferase inhibitors, primary screen, biochemical, molecular beacon, fluorescence, HinP1I cleavage, uHTS. inhibition (reported as % activation of signal), % at 10 µM. actives 0.83% (n = 360,000); in the data active = inhibition above about 50%
LMPTP inh: LMPTP phosphatase inhibitors, primary screen, biochemical, fluorescence intensity, uHTS. Low molecular weight phosphotyrosine protein phosphatase (Homo sapiens), P24666. recombinant LMPTP-A, OMFP fluorogenic substrate. inhibition, % at 20 µM. actives 0.22% (n = 360,000);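 active = compounds that cut the enzyme signal by at least half of the control window in the single-dose screen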;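 note: plate controls were DMSO wells with enzyme plus substrate for no effect and substrate without enzyme for full effect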
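Assay system: LMPTP-A, protein tyrosine phosphatase of low molecular weight / Medium: pH 6.0 Bis-Tris buffer with DTT and Triton X-100 / Schedule: 50 min enzyme reaction at room temperature, protected from light / Measured by: endpoint fluorescence intensity from OMFP dephosphorylation / Read-out basis: % inhibition relative to no-enzyme and uninhibited control wells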
SUMO1 PPI mod: modulators of SUMO1 protein-protein interactions, primary screen, biochemical, uHTS; SUMO1 binding to a labelled peptide, TR-FRET, 1 h; actives 0.33% (n = 360,000); Small ubiquitin-related modifier 1 (Homo sapiens), P63165; inhibition, % at 20 µM; in the data active = inhibition above about 37%
CSN deneddyl inh: inhibitors of CSN-mediated cullin deneddylation, primary screen, biochemical, fluorescence polarization, uHTS; COP9 signalosome complex subunit 5 (Homo sapiens), Q92905; Purified CSN, SCF-Nedd8-OG deneddylation; inhibition, % at 12.5 µM; actives 0.38% (n = 360,000); AID 651999, 2013;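 active = pattern-corrected inhibition above about 35%, with an unprinted fluorescence ratio check between 0.5 and 1.5, limit read from the data, passing the limit was not always enough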;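 note: 0% = enzyme with substrate and 100% = substrate without enzyme; some results filed as inactive read as strong as hits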
Target sequence (Q92905 whole entry, looked up, one chain of several): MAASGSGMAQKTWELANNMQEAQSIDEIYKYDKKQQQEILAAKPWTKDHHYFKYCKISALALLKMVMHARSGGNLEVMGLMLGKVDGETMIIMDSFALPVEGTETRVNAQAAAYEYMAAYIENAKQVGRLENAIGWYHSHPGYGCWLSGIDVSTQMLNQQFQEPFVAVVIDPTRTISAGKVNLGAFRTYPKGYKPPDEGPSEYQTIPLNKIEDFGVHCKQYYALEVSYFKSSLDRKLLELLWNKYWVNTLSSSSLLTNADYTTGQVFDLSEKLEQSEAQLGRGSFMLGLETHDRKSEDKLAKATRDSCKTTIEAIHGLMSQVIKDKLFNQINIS
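Assay system: purified human Csn5 enzyme expressed in HEK293T cells; measure: % inhibition; also added: SCFSkp2-Nedd8OG substrate at 10 nM final; technique: fluorescence polarization; times: reaction 90 min, room temperature; medium: Tris buffer pH 7.5, NaCl, DTT, Tween-20, trehalose, ovalbumin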
Numbers without * were called inactive; i = inactive; / = not tested or not shown; & = joins results of further samples.

SMILES	Neddyl block	NadD block	Rin1 Abl inh	STEP block	Rpn11 inh	Scp1 inh	DNMT1 block	LMPTP inh	SUMO1 PPI mod	CSN deneddyl inh
COc1cc(C(=O)NC(=S)N(C)Cc2ccccc2)cc(OC)c1OC	i	-4	4	2	i	-5	-5	-0.5	5	-8
O=C(NCc1ccc2c(c1)OCO2)c1ccncc1	i	-5	1	-4	i	-7	2	-0.5	3	5
CCC1(c2cccc(Cl)c2)NC(=O)N(Cc2cc(C(=O)OC)c(C)o2)C1=O (centres undefined)	i	-3	0	1	i	1	-2	1.0	1	4
COc1cc2[nH]c3c(=O)n(CCN(C(C)C)C(C)C)cnc3c2cc1OC	/	-5	-1	0	i	3	4	3.2	5	3
CCC(Sc1nc(C)cc(=O)[nH]1)C(=O)Nc1nnc(C)s1 (centres undefined)	i	3	-3	2	i	-6	0	-2.8	-3	-2
CC(=O)c1cccc(NC(=O)C2CCN(S(=O)(=O)c3ccc(F)cc3)CC2)c1	i	-1	2	-5	i	-12	0	-0.3	-3	0
CCc1ccc(NC(=O)C(CC)Sc2nc3ccsc3c(=O)n2CCC(=O)O)cc1 (centres undefined)	i	6	-1	-1	i	-1	2	-0.2	1	0
C/C(N)=C(/C#N)C(=O)COC(=O)CCCNC(=O)c1ccc(Cl)cc1	i	-5	0	1	i	-6	-2	-0.1	-1	6
Nc1nc(-c2ccc3c(c2)CCCC3)c(CC(=O)O)s1	i	3	-1	6	i	-2	-2	0.5	-13	11
S=c1[nH]nc(-c2ccco2)n1-c1ccc(Br)cc1	i	5	1	3	i	-4	-2	-0.5	1	4
O=C(Nc1nc(-c2ccccn2)cs1)c1ccco1	i	1	1	4	i	-5	13	5.7	23	-9
Cc1ccc(C)c(C(=O)OCC(=O)Nc2ccc(N3CCOCC3)cc2)c1	i	-3	1	3	i	5	2	-0.6	-1	-1
Oc1ccc(CNc2ccccc2F)c2cccnc12	i	0&4	-5&3	0&3	i	-8	6&-4	3.1&1.4	-9&-4	-6&3
O=C(c1ccco1)N1CCN(CCCCOc2ccc(F)cc2)CC1	i	-4	-3	-3	i	-5	0	-2.0	-2	-3
COc1ccc(NC(=O)CN(C)C(=O)CSCc2c(C)noc2C)cc1	i	-5	-1	-1	i	-6	2	-0.8	2	-4
CC(C)(C)OC(=O)N1CCC(CC2CC(c3ccncc3)=NO2)(C(=O)O)CC1 (centres undefined)	i	4	5	-2	i	-6	2	-1.8	2	-3
COc1ccc(C(=O)Nc2ccc(O)c3ccccc23)cc1	i	7	0	2	i	-19	-23	0.1	-7	2
COCCCNS(=O)(=O)c1ccc(S(=O)(=O)N2CCCC2)cc1	i	-1	-2	2	i	-2	1	0.5	4	5
CC(=O)NC1=C(N(C)C2CCS(=O)(=O)C2)C(=O)c2ccccc2C1=O (centres undefined)	i	0	-6	2	i	-5	-7	0.0	-10	3
CC1(C)CC(=O)C=C(c2ccc(I)cc2)C1	i	1	1	0	i	-5	2	1.1	-22	-5

Full records, quoted from the list:
`Nc1nc(-c2ccc3c(c2)CCCC3)c(CC(=O)O)s1` across the screens: Neddyl block = i; NadD block = 3; Rin1 Abl inh = -1; STEP block = 6; Rpn11 inh = i; Scp1 inh = -2; DNMT1 block = -2; LMPTP inh = 0.5; SUMO1 PPI mod = -13; CSN deneddyl inh = 11
`CC(C)(C)OC(=O)N1CCC(CC2CC(c3ccncc3)=NO2)(C(=O)O)CC1` (centres undefined) across the screens: Neddyl block = i; NadD block = 4; Rin1 Abl inh = 5; STEP block = -2; Rpn11 inh = i; Scp1 inh = -6; DNMT1 block = 2; LMPTP inh = -1.8; SUMO1 PPI mod = 2; CSN deneddyl inh = -3

Next section
SMILES	Neddyl block	NadD block	Rin1 Abl inh	STEP block	Rpn11 inh	Scp1 inh	DNMT1 block	LMPTP inh	SUMO1 PPI mod	CSN deneddyl inh
COc1ccc(C2=[N+]([O-])C(C)(C)N(O)C2(C)C)cc1	i	-2	1	3	i	0	4	-1.4	-1	5
C/C(CC(=O)Nc1ccc(Cl)c(Cl)c1)=N\NC(=O)C(=O)N1CCCCC1	i	-2	-1	-2	i	-2	-2	0.4	1	-1
COc1ccc2oc(=O)cc(-c3cc4ccccc4o3)c2c1	i	1	1	-1	i	-2	-1	2.4	-9	-5
Cc1ccc(C(=O)NCC(=O)N2CCCN(C)CC2)cc1C	i	3	-3	0	i	-6	-1	-3.1	-9	-9
COc1ccc(N2CC(C(=O)N3CCN(C)CC3)CC2=O)cc1 (centres undefined)	i	5	2	0	i	-5	3	-1.4	2	4
O=C(CO)N/N=C/c1cccc(Cl)c1Cl	i	1	-2	-9	i	-9	5	-0.7	-2	0
CN(C=O)c1ccc(CSc2ccccc2)cc1	i	-3	3	4	i	5	-2	-1.1	-2	4
O=C(NCCCCc1ccccc1)C1CC(c2ccc(C(F)(F)F)cc2)=NO1 (centres undefined)	i	0	2	-3	i	-11	22	-0.5	6	11
Cc1ccc(Nc2nnc(SC(C)C(=O)NCC3CCCO3)s2)cc1C (centres undefined)	i	-3	0	2	i	1	-2	0.8	6	1
COc1ccccc1OCC(O)Cn1nc(C)cc1C (centres undefined)	i	0	0	1	i	0	-1	-0.4	1	4
O=C(CSc1ccsc1[N+](=O)[O-])N1CCN(c2ccc(Cl)cc2)CC1	i	6	2	10	i	42	48	7.4	-4	1
COc1ccc(CCn2c(C3CCCCC3)nc3c(c(=O)c4ccccc4n3C)c2=O)cc1OC	i	6	-2	14	i	10	63*	24	41*	2
CC1(C(=O)Nc2ccc3c(c2)OCO3)CCN1C(=O)C1(c2ccc(Cl)cc2)CC1 (centres undefined)	i	-4	3	-1	i	/	-7	0.4	4	0
Cc1cc(C)cc(N(CCC#N)C(=O)COC(=O)C2CCN(S(=O)(=O)c3ccc(C)c(C)c3)CC2)c1	i	0	2	0	i	-6	0	2.7	-3	-1
CC(=O)NC12CC3CC(C1)CC(C(=O)N1CCN(S(=O)(=O)c4ccccc4[N+](=O)[O-])CC1)(C3)C2	i	3	2	-2	i	-1	0	0.1	-5	-4
COC(=O)[C@H]1C[C@@]2(O)CN(S(=O)(=O)c3ccc(C)cc3)C[C@@]2(OC(=O)NC2CC2)C[C@H]1C(=O)OC	i	-1	-1	-3	i	/	2	-1.6	3	3
COc1ccccc1CNC(=O)Nc1nc(C(N)Cc2ccc(Cl)cc2)cs1 (centres undefined)	i	9	0	4	i	/	-16	0.5	-6	0
O=C(NNC(=O)C1CC1c1ccccc1)c1cccc([N+](=O)[O-])c1 (centres undefined)	i	2	0	0	i	3	7	0.5	-10	-3
O=C(CSc1ccc(-c2ccccn2)nn1)c1ccc(F)cc1	i	-7	-4	-3	i	-7	2	-0.9	0	-1
CCOC(=O)CN1CC23C=CC(O2)C(C(=O)NCc2ccc(F)cc2)C3C1=O (centres undefined)	i	0	-2	-3	i	-4	1	-1.3	3	-7
CCOc1cc2[nH]c(=O)n(CCCCC(=O)N3CCCCCC3)c(=O)c2cc1OCC	i	3	1	2	i	-3	1	-1.3	6	4
COc1cc(/C=C(/C#N)C(=O)NCCc2c[nH]c3ccccc23)ccc1OCc1ccccc1F	i	-2	-1	3	i	-9	29	-2.6	-5	1
CCCCC(=O)Nc1cc(N(C)C)nc2ccccc12	i	-9	4	0	i	-2	3	5.0	-2	-7
O=C(CNC1=NCCC1)c1ccc(Cl)cc1	i	0	1	1	i	4	1	-0.6	-1	-10
C=CCOc1ccc(/C=C2/C(=O)ON=C2C)cc1OC	i	0	1	-1	i	-6	10	0.0	17	6
COc1ccc(NC(=O)c2cc(-c3cc(Cl)ccc3C)n[nH]2)cn1	i	0	0	-2	i	/	-1	0.2	0	7
CN(c1ccccc1)S(=O)(=O)c1ccc2c(c1)oc(=O)n2C	i	-2	-1	-2	i	-12	1	-0.7	5	-6
COc1ccc(C2NC(=O)c3ccccc3O2)cc1OC (centres undefined)	i	0	0	1	i	-3	0	0.0	13	-3
CC(C)Oc1ccc(Cn2c(=O)sc3ccccc32)cc1	i	-2	-1	4	i	-17	3	1.7	0	-4
CCc1noc(C)c1C(=O)Nc1cccc(S(=O)(=O)N(C)c2ccccc2)c1	i	-9	-1	-4	i	-8	-3	-0.4	-3	3
CC(c1ccccc1)N1C(=O)c2cccnc2C1=O (centres undefined)	i	3	-4	-1	i	-5	1	-2.6	-10	-2
Cc1cc(OCCCC(=O)Nc2nnc(C3CC3)s2)ccc1Cl	i	9	3	-3	i	5	11	-0.9	-3	-3
Cc1cccc(OCc2nnc(SCC(=O)Nc3cccc(C(=O)N4CCOCC4)c3)o2)c1C	i	7	-4	2	i	13	-3	-2.2	3	6
Nc1cccc(Oc2ccc3c(c2)C(=O)N(CCO)C3=O)c1	i	-1	4	0	i	-5	2	-0.8	-17	-3
COc1ccc(/C(C)=N/Nc2nc(C)cc(-c3ccccc3)n2)cc1	i	3	-2	1	i	-4	-4	0.9	-3	-4
COc1ccc2oc(=O)c(-c3csc(Nc4ccc(O)cc4)n3)cc2c1	i	7	-4	-4	i	-3	-30	2.6	-12	-13
CCCCn1c(SCC(=O)Nc2ccccc2C(F)(F)F)nc2ccsc2c1=O	i	-6	3	1	i	-15	-1	1.7	-4	-2
CC(C)(C)c1ccc(S(=O)(=O)Nc2ccc(C(=O)N3CCCC3)cc2)cc1	i	0	-1	2	i	1	-1	1.6	0	5
CN(Cc1ccc(F)cc1)C(=O)c1cccc(OCc2ccccc2)c1	i	-6	2	0	i	-10	-9	0.9	-3	2
O=C(NCc1ccccc1)/C(=C\c1cccc([N+](=O)[O-])c1)NC(=O)c1ccco1	i	6	-3	1	i	/	4	0.0	-25	-5
Cc1cc(C(=O)NN=C2CCCCC2)c2ccccc2n1	i	-4	-2	0	i	-9	-2	-0.1	-1	-7
COC(=O)c1sc(NC(=O)c2cc3c(s2)CCCC3)nc1C	i	0	-2	-1	i	-4	-6	-0.4	-5	0

Rows are unselected (roughly 3.8% active in at least one column).
